# ADAM17 inh: inhibitors of human ADAM17; P78536; 0.83% of 370,000 active; inhibition, % at 6.95 µM; recombinant ADAM17, EDANS/DABCYL FRET peptide cleavage;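 active = inhibition above the mean of compounds lying between control limits plus 3 SD, set per campaign, cut at about 8.5% in these data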;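 note: 0% = DMSO-only wells as the low control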
# hcDAF12 agonist: activates DAF-12 receptor from parasite H. contortus; 1.4% of 370,000 active; activation, % at 6.8 µM; HEK293 hcDAF-12 lit1-tk-luc reporter, luminescence; 0% DMSO, 100% Δ7-dafachronic acid;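 active = activation above the mean of all tested compounds plus 3 SD, cut at about 5.5% in these data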;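 note: 100% = response to 3 µM Δ7-dafachronic acid high control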
# ssDAF12 agonist: activators of S. stercoralis DAF-12 nuclear receptor | HEK293 ssDAF-12/GRIP1 lit1-tk-luc reporter, luminescence; % of 3 µM dafachronic acid response | activation, % at 6.8 µM | 1% of 370,000 active | AID 652126;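 active = activation above the mean over all tested compounds plus 3 SD, cut at about 0.9% in these data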;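 note: 0% = DMSO-only wells and 100% = 3 µM delta7-dafachronic acid wells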
# GC-A act: GC-A (human) enzyme activation; P16066; HEK293 GC-A cells, cGMP TR-FRET, EC30 ANP; 0% at EC30 ANP, 100% saturating ANP; activation, % at 10 µM; 0.14% of 370,000 active; AID 1671463; in the data active = activation above about 40%
# Target sequence (P16066 whole entry, looked up): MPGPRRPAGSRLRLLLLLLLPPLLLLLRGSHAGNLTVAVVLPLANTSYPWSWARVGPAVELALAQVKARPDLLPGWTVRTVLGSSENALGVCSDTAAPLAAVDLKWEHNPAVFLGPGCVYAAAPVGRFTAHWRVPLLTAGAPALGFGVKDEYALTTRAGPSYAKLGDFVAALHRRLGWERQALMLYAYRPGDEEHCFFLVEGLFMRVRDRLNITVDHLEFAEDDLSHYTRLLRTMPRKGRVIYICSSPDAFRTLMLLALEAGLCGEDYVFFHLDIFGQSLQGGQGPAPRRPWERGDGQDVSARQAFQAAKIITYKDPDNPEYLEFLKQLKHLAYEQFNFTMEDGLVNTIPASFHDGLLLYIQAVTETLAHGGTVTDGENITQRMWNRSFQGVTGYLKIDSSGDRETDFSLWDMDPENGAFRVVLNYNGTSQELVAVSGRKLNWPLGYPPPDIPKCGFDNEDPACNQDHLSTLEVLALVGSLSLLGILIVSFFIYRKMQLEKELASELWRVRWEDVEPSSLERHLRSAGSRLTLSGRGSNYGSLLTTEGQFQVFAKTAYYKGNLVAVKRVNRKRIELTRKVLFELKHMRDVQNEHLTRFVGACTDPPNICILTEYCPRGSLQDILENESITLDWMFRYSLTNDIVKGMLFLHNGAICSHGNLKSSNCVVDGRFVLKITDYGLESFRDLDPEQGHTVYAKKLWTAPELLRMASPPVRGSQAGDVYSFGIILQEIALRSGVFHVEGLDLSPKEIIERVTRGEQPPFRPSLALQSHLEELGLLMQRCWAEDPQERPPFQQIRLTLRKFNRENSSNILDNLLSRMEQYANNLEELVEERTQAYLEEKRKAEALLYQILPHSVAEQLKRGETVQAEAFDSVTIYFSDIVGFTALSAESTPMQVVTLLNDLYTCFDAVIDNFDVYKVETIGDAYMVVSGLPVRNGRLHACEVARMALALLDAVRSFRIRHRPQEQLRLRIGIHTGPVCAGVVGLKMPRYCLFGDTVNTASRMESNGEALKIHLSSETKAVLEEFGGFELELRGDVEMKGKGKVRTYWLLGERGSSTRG
# ADAM10 inh: inhibits human ADAM10 | O14672 | recombinant ADAM10, EDANS/DABCYL FRET peptide cleavage, 3 h | inhibition, % at 7 µM | 0.62% of 370,000 active | AID 720582;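 active = inhibition above a per-campaign cutoff equal to the mean of compounds falling between control-based bounds plus 3 SD, cut at about 20% in these data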;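 note: 0% = DMSO wells while the 100% control is not disclosed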
# SMARCA2 act: SMARCA2 function activation, primary screen | activation, % at 9.1 µM | MG213 cells, MMTV-luciferase reporter, dexamethasone, overnight | AID 652017 | 1% of 370,000 active; in the data active = activation above about 7.8%;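 note: 0% = vehicle wells and 100% = reference activator wells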
# DAX1 inh-1: inhibitors of human orphan nuclear receptor DAX1 (NR0B1); inhibition, % at 6.75 µM; 0.99% of 340,000 active; AID 504766; HEK293 Gal4-DAX1 luciferase reporter, luminescence;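 active = inhibition above the mean over all tested compounds plus 3 SD, cut at about 4.2% in these data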;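 note: 0% = DAX1-transfected cells with DMSO and 100% = empty-vector control cells with DMSO; inhibition shows as a rise in luminescence from relieved DAX1 repression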
# DAX1 inh-2: DAX1 (NR0B1) inhibition, primary screen; HEK293T StAR-luciferase reporter, SF-1/DAX-1 repression relief; inhibition, % at 6.8 µM; 1.1% of 370,000 active; AID 652010;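 active = inhibition above the mean over all tested compounds plus 3 SD, cut at about 3.6% in these data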;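 note: 0% = DAX-1 cells with DMSO and 100% = cells lacking DAX-1 with DMSO; higher inhibition means more luminescence from relief of DAX-1 repression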
# hgDAF12 agonist: hgDAF-12 agonism, primary luciferase screen. HEK293 GAL4-hgDAF12 UAS-luciferase reporter, agonist luminescence; normalized to butyrate control. activation, % at 6.8 µM. 1.8% of 370,000 active. AID 687014;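 active = activation above a cutoff set at the mean of all screened compounds plus 3 SD, cut at about 10% in these data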;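 note: 0% = DMSO wells and 100% = sodium butyrate wells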
# GAA850 FXN act: activators of GAA850 frataxin (FXN) promoter; 0.56% of 360,000 active; activation, % at 6 µM; HEK293 lucGAA850 FXN promoter luciferase reporter, 24 h; percent of 10 µM SAHA response;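 active = activation above the average of all compounds screened plus 3 SD, cutoff fixed separately per campaign, cut at about 7.5% in these data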;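 note: 0% = DMSO wells and 100% = 10 µM SAHA wells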
# PG9 Ab binder: binds the HIV-1 gp120 antibody PG9 | TR-FRET gp120-PG9 antibody binding | inhibition, % at 6.7 µM | 0.43% of 360,000 active | AID 624416; in the data active = inhibition above about 8.5%
# An asterisk follows results filed as active; x = no result given. The order is random; any-hit rate near 6.8%.
Compound,PG9 Ab binder,ssDAF12 agonist,ADAM17 inh,hgDAF12 agonist,DAX1 inh-2,hcDAF12 agonist,GAA850 FXN act,ADAM10 inh,DAX1 inh-1,SMARCA2 act,GC-A act
COc1ccccc1-c1n[nH]c(=S)n1N,1.1,-1.3,-3,-1.8,0.6,-0.2,-1.0,2,0.0,0,2
Cc1nc2cc(NC(=O)NCCC3=CCCCC3)ccc2o1,-0.6,-1.3,-7,1.4,-0.3,-1.4,6.0,-6,-0.5,-1,1
COc1ccc(OC)c(C(=O)NC(CC(N)=O)c2ccc(NCCN3CCOCC3)c([N+](=O)[O-])c2)c1 (stereo not drawn),-1.3,-1.2,-8,1.0,0.2,0.0,0.0,-16,0.6,0,2
COc1ccc(CC(N)c2csc(Nc3ccc(C(C)=O)cc3)n2)cc1 (stereo not drawn),0.8,-0.9,-6,-5.0,-1.6,-2.7,-2.3,-25,x,-2,-11
O=C(CCNC(=O)c1ccc([N+](=O)[O-])cc1)Nc1ccc(F)c(F)c1F,3.3,-0.5,-2,-1.8,-0.3,-1.1,0.5,-1,0.3,2,-2
C/C(CC(=O)Nc1ccc(Cl)c(Cl)c1)=N\NC(N)=S,1.6,-0.8,-3,-0.6,-1.6,-0.4,-0.6,6,-1.4,-5,-5
CCc1ccc(Oc2nnnn2-c2ccc(C(N)=O)cc2)cc1,-1.0,-1.4,-1,-0.8,-0.4,-1.3,3.7,0,-1.4,-1,1
O=C1CSC(=S)N1c1cccnc1,-2.2,-0.7,-7,-0.1,-0.2,-0.5,-0.3,-1,-0.6,-1,-1
CCOC(=O)N1CCC(=NNC(=O)c2ccccc2F)CC1,-2.2,-1.4,-1,8.8,1.3,3.0,3.1,-5,2.8,11*,-2
Cc1ccc(NC(=O)c2ccccc2OCC(=O)c2ccc(F)cc2)cc1,-1.0,-1.5,-4,-1.7,-0.6,-1.9,0.8,-8,-0.2,-4,-1
CC(=O)c1ccc(NC(=O)CCn2c(=S)oc3ccccc32)cc1,-2.0,-0.9,-4,2.4,-0.7,-2.3,2.2,-2,0.3,-1,3
Nc1nc(CSc2ccc(Cl)cc2)nc(N2CCCCC2)n1,0.2,-2.0,2,2.3,-0.2,-1.4,1.6,-4,0.1,-2,-2
O=C(O)/C=C/C(=O)N1Cc2cc3ccccc3nc2C1,-0.2,-0.7,-20,6.4,0.6,4.4,-1.4,-31,-0.1,-1,1
CC(C)Sc1nc2sccc2c(=O)n1-c1ccccc1,-1.2,-1.1,-3,2.0,-0.4,-0.4,1.9,10,-2.1,-3,1
COc1ccc(C(=O)NCc2ccc(-c3nc4ccccc4s3)cc2)cc1,-1.0,-1.3,-8,6.6,0.1,-0.8,-2.0,-26,-0.5,1,2
CNC(=O)c1ccccc1S(=O)c1ccccc1C#N (stereo not drawn),-1.4,-1.4,1,0.5,0.6,-1.1,-0.2,1,0.3,1,2
CCN(C(=O)CN1C(=O)NC2(CCc3ccccc32)C1=O)C1CCCCC1 (stereo not drawn),2.2,-0.5,-2,-2.0,-1.4,-1.3,0.1,-9,-0.1,-1,1
O=C(N/N=C(\CC(=O)c1cccs1)C(F)(F)F)c1cccnc1,-4.3,-1.4,-3,-2.0,-0.4,-1.4,-1.9,7,1.7,-2,0
CCCOc1ccc(N2C(=O)CC(N(Cc3ccc(S(N)(=O)=O)cc3)C(=O)CC)C2=O)cc1 (stereo not drawn),0.8,-0.6,-1,0.0,0.4,-0.7,0.4,-9,0.4,-2,1
Cc1onc(-c2ccccc2)c1C(=O)Nc1ccc(S(=O)(=O)N2CCCC2)cc1,0.8,-1.8,0,-1.8,-0.3,-2.5,-1.6,1,0.1,-3,0
CCOc1cc(S(=O)(=O)N(CC)CC)ccc1Br,0.4,-1.5,3,1.4,-1.0,-1.8,4.6,10,-0.7,1,-4
O=C(O)c1[nH]c2ccccc2c1NS(=O)(=O)c1ccc(F)cc1,-1.0,0.7,-4,5.1,0.3,4.8,1.6,0,1.2,-1,8
CCCCn1nnnc1C(c1cccc(OC)c1OC)N1CCN(C/C=C/c2ccccc2)CC1 (stereo not drawn),-1.4,-0.5,3,-1.6,0.8,1.3,x,4,x,-4,-7
COc1cc(C(=O)Nc2nnc(C)s2)cc(OC)c1OC,-0.6,-1.4,-4,-2.7,-0.1,-0.8,-0.3,-9,0.7,-1,0
CCCCC(=O)NCCNc1nc2c(c(=O)n(C)c(=O)n2C)n1Cc1ccccc1,-1.1,-0.2,-5,-0.2,-0.4,-2.3,3.9,-6,-0.8,-2,-2
CCCCCCCCNS(=O)(=O)CCNCCc1ccccc1,0.1,-0.7,0,-0.9,-1.2,1.0,0.2,6,0.5,4,-2
CCN(CC)c1ccc(C(=O)NNC(=O)C2CCN(c3ncnc4sc(C)c(C)c34)CC2)cc1,-0.9,-1.2,-4,2.6,0.4,-1.5,-0.4,-1,-1.7,3,0
CCOC(=O)CSc1nc2ccc(Nc3nc(N4CCOCC4)nc(N4CCOCC4)n3)cc2s1,0.1,-1.8,5,0.1,-0.4,-1.3,-2.1,4,1.3,-1,11
CC12CCC(C(=O)N(CCCN3CCN(Cc4ccccc4)CC3)C1=O)C2(C)C (stereo not drawn),0.2,-2.0,-8,-0.7,-1.2,-1.4,-0.8,-7,0.3,-4,1
O=C(COc1ccccc1)N=C1SC2CS(=O)(=O)CC2N1CCc1ccccc1 (stereo not drawn),2.2,-1.0,-5,1.1,-0.2,-1.5,-1.1,3,0.8,-2,1
CC1=C(C)CC(C(=O)NCc2ccccn2)C(C(=O)O)C1 (stereo not drawn),-2.8,-0.4,-1,0.9,0.3,-0.2,0.7,5,1.1,0,2
CCOC(=O)c1ccc(Nc2ccc([N+](=O)[O-])cn2)cc1,-1.5,-1.5,2,-1.3,0.5,-2.1,1.0,-8,0.9,2,0
CN(C)c1cccc(C(=O)NCc2ccc3c(c2)OCO3)c1,-4.4,-0.6,-10,-0.8,-0.3,-2.1,3.0,-38,0.9,1,-3
CSc1cc(C)nc(N(C)C(C)=O)n1,0.3,-1.4,-3,-1.6,-0.1,0.6,1.9,-9,-0.3,-2,3
CC(C)Oc1ccc(C(=O)NC2CCS(=O)(=O)C2)cc1 (stereo not drawn),-0.8,-0.1,-1,-0.8,-0.1,0.0,-0.4,-12,1.1,-1,7
O=C(NC(=S)Nc1ccc(CN2CCOCC2)cc1)c1cccc(F)c1,-1.1,-0.6,-6,5.0,-0.1,0.3,0.8,-6,0.1,0,1
CCOC(=O)C(C)N1N=C(/C=C/c2ccc(C)cc2)CCC1=O (stereo not drawn),-0.9,-1.4,-1,-2.3,-0.4,-0.8,2.5,7,-0.4,-2,4
COc1ccc(N2CCCCn3c2nc2c3c(=O)n(C)c(=O)n2C)cc1,-2.7,-1.0,-1,-0.2,0.1,-2.0,4.0,-2,-0.8,1,1
O=C(NCCO)/C(=C\c1ccc([N+](=O)[O-])o1)NC(=O)c1ccccc1,-1.4,-0.6,-6,0.6,-0.4,-0.7,1.4,-17,-0.1,-6,-6
Cc1cc(NC(=O)CCC(=O)N(c2ccccc2)C(C(=O)NC2CCCC2)c2ccccc2F)no1 (stereo not drawn),-1.5,-1.2,0,0.6,-0.5,0.2,-1.7,4,0.6,-2,-9
CC(C)(C)S(=O)(=O)N1Cc2cc(=O)n(Cc3ccccc3)c(CCO)c2[C@H]1CCO,-0.4,-1.4,-28,1.4,0.5,-1.0,0.6,-101,1.3,-3,4
COC(=O)C1=C(C)N(C)C(=S)NC1c1c(OC)ccc2ccccc12 (stereo not drawn),-0.5,-1.2,-6,0.5,-1.2,1.2,0.1,-2,-1.0,-2,1
CCN1/C(=C/c2cccc[n+]2C)Sc2ccc(OC)cc21,-6.8,-4.2,3,-18,-2.0,-8.4,1.2,1,-2.4,-8,-12
COc1ccc(/C=N/Nc2ccc(C(F)(F)F)cc2[N+](=O)[O-])cc1O,-5.3,-1.4,3,2.4,0.0,0.3,1.3,0,0.1,-5,-6
Cc1ccc(CNC(=O)CN2CCC(C(N)=O)CC2)cc1,-0.8,-1.3,-4,-0.6,0.0,-0.2,0.4,-8,-0.1,-1,4
CC(C)(C)c1ccc(C(=O)NNC(=S)NC(=O)c2cccnc2)cc1,-2.1,-0.7,1,7.7,-0.3,1.5,2.2,1,0.1,-1,-1
Cc1ccc(S(=O)(=O)NC[C@H]2O[C@@H](n3ccc(N)nc3=O)[C@H](O)[C@@H]2O)s1,-0.2,-1.2,-6,-1.0,0.0,-1.5,0.6,-3,1.9,-4,-1
O=C(NCc1ccco1)C1CCN(C(=O)Cc2ccccc2)CC1,1.4,-1.3,-1,-0.8,-0.1,-1.4,0.2,-3,0.8,1,2

# Two of the compounds above, with values under each structure:
# Below each SMILES – PG9 Ab binder	ssDAF12 agonist	ADAM17 inh	hgDAF12 agonist	DAX1 inh-2	hcDAF12 agonist	GAA850 FXN act	ADAM10 inh	DAX1 inh-1	SMARCA2 act	GC-A act
O=C(NCc1ccco1)C1CCN(C(=O)Cc2ccccc2)CC1
→ 1.4	-1.3	-1	-0.8	-0.1	-1.4	0.2	-3	0.8	1	2
COC(=O)C1=C(C)N(C)C(=S)NC1c1c(OC)ccc2ccccc12 (stereo not drawn)
→ -0.5	-1.2	-6	0.5	-1.2	1.2	0.1	-2	-1.0	-2	1

# (listing goes on)
Compound,PG9 Ab binder,ssDAF12 agonist,ADAM17 inh,hgDAF12 agonist,DAX1 inh-2,hcDAF12 agonist,GAA850 FXN act,ADAM10 inh,DAX1 inh-1,SMARCA2 act,GC-A act
O=C(N/N=C/c1cccc2ccccc12)c1ccc(CN2CCOCC2)cc1,-4.5,-1.2,-5,-2.7,-0.6,-3.2,-1.3,-9,-2.6,-3,-1
O=C(CSc1nnc(NC(=O)c2ccco2)s1)Nc1ccc(F)cc1,0.8,-1.4,0,1.6,0.2,0.1,0.0,-7,-1.4,-2,3
COc1ccccc1N1CCN(C(CNS(=O)(=O)c2cccs2)c2cccnc2)CC1 (stereo not drawn),-3.0,-1.2,2,1.6,-0.2,-1.1,-1.2,1,0.0,-3,6
CCN(CC1CCCO1)C(=O)c1cc(COc2cc(C)c(Cl)c(C)c2)on1 (stereo not drawn),-1.7,1.5*,-3,7.3,0.3,4.6,3.7,-6,0.5,0,-6
O=C(O)C[C@H]1c2cc(C(F)(F)F)ccc2S(=O)(=O)N1Cc1ccccc1,-0.2,-1.1,-5,-1.1,0.3,-1.2,2.3,-4,0.6,-2,0
Nc1nncn1C(=O)c1cccs1,-2.4,-1.2,-1,1.3,0.1,-0.1,2.0,4,0.2,-3,3
O=C(Nc1cccc(F)c1)/C(=C/c1ccco1)NC(=O)c1ccco1,-0.5,-0.8,-7,-1.5,-0.6,0.6,-1.1,-21,0.2,0,2
C/C(Cc1ccccc1)=N\NC(=O)CNC(=O)c1ccc(Cl)cc1Cl,-1.4,-1.7,2,0.4,0.7,-0.4,-1.6,7,x,-6,-3
COc1ccc(C(=O)NCCCNC(=O)c2cc3ccccc3[nH]2)cc1OC,-2.0,-0.9,0,-1.7,0.4,0.0,1.9,0,-0.7,4,-3
O=C(c1ccccc1)N1CCN(Cc2cccc(Oc3ccccc3)c2)CC1,0.3,-2.2,-1,-2.5,-0.8,-1.8,-0.2,-2,-0.6,-1,4
